Screens: PubChem, several laboratories
GDH-TPI counter: inhibits GDH-TPI coupling enzymes, artifact for Mtb FBA screen. hit rate 1.2% among 360,000. GDH-TPI coupled enzyme counterscreen, NADH absorbance. inhibition, % at 4.8 µM. AID 588335;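 further: 0% = DMSO wells and 100% = wells lacking the enzyme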
UGM FP inh: blocks M. tuberculosis UGM enzyme; P9WIQ1; AID 504406; hit rate 0.06% among 320,000; inhibition, % at 10 µM; purified UGM, fluorescence polarization probe displacement; in the data active means inhibition above about 10%, passing the limit was not always enough; inconclusive means no clear call, values can overlap the other calls
Target sequence (P9WIQ1 whole entry, looked up): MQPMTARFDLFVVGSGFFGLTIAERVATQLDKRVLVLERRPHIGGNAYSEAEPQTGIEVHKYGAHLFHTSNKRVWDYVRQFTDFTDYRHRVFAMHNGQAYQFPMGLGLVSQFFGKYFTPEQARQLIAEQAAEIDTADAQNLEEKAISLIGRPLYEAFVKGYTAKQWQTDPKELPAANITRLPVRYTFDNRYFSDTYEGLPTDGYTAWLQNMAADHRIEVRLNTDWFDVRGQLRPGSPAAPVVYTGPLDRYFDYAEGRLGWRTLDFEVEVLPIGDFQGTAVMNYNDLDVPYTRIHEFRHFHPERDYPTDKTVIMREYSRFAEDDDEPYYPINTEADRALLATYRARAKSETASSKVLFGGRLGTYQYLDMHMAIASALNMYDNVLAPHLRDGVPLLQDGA
Mtb FBA inh: Mtb fructose-bisphosphate aldolase inhibition | inhibition, % at 1 µM | hit rate 2.3% among 360,000 | purified M. tuberculosis FBA, fluorescence read-out | P9WQA3; in the data active means inhibition above about 27%;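 further: 0% = vehicle and 100% = reference inhibitor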
Target sequence (P9WQA3 whole entry, looked up): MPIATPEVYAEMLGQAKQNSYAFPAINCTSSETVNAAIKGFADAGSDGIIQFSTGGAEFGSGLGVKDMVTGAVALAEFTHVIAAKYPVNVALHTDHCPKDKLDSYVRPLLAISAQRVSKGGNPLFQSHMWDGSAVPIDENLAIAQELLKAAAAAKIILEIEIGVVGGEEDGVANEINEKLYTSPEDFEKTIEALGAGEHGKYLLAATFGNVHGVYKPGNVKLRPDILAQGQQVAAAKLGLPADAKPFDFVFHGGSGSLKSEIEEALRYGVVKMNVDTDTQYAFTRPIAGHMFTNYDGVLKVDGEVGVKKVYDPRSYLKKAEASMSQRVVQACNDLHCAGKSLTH
BioA inh: BioA (M. tuberculosis) enzyme inhibition. AID 602481. hit rate 0.096% among 360,000. purified M. tuberculosis BioA enzyme, plate reader. inhibition, % at 9.99 µM; in the data active means inhibition above about 40%; inconclusive means no clear call, values can overlap the other calls
BoNT A protease: blocks Botulinum neurotoxin A light chain protease; hit rate 0.17% among 360,000; multiplex microsphere protease substrate cleavage, flow cytometry; AID 588499; inhibition, % at 10 µM; in the data active means inhibition above about 30%; inconclusive means no clear call, values can overlap the other calls; further: plate controls were buffer without enzyme for full effect and enzyme alone for no effect
PrPC TRFRET: reduces human prion protein on the cell surface | P04156 | cell surface PrPC, TR-FRET read-out | inhibition, % at 13.8 µM | hit rate 0.43% among 370,000 | AID 720596; in the data active means inhibition above about 24%; further: 0% = median of the test wells and 100% = reference compound wells
FadD28 FP inh: M. tuberculosis FadD28 bisubstrate binding inhibition. FadD28 bisubstrate probe binding, fluorescence polarization. inhibition, % at 12.5 µM. hit rate 0.22% among 360,000; in the data active means inhibition above about 8.5%, passing the limit was not always enough; inconclusive means no clear call, values can overlap the other calls
BoNT-F LC inh: inhibitors of Botulinum neurotoxin F light chain protease; Multiplex microsphere protease cleavage assay, flow cytometry; inhibition, % at 10 µM; hit rate 0.22% among 360,000; AID 588497; in the data active means inhibition above about 35%, passing the limit was not always enough; inconclusive means no clear call, values can overlap the other calls; further: plate controls were buffer without enzyme for full effect and enzyme alone for no effect
CCHF vOTU inh: CCHFV vOTU protease inhibition; Pep-AMC fluorescence; inhibition, % at 11.5 µM; hit rate 0.55% among 370,000; AID 651958; further: 0% = vehicle wells with enzyme and 100% = no enzyme wells
* hit, by the source's call; ? = inconclusive; · = not tested or not shown. Unless noted, no stated cut-off is given here; in the data, active means inhibition above about 30%; inactive means the rest.

SMILES	GDH-TPI counter	UGM FP inh	Mtb FBA inh	BioA inh	BoNT A protease	PrPC TRFRET	FadD28 FP inh	BoNT-F LC inh	CCHF vOTU inh
CC(C)C[C@H]1CNC(=S)N1CC1CCCN1C[C@H](CC(C)C)N1C[C@H](Cc2ccc(O)cc2)N(CC2CCCCC2)C1=S (some centres not stated)	5	·	-2	2.5	0.3	-2	-5.7	0	12
O=C(CN1CCCC1)Nc1nnc(-c2cccs2)s1	29	1.0	10	·	-0.4	-4	0.4	-5	-8
O=C(O)c1ccc(NC(=O)c2cn(-c3ccccc3)nc2-c2ccc(Cl)cc2)cc1	7	3.7	-2	·	-0.3	8	-9.3	-5	26
CCCCCNC(=O)c1ccc(NC(=O)CC2SC(N3CCCC3)=NC2=O)cc1 (configuration not stated)	0	·	-1	0.0	0.2	-3	-1.6	-2	0
NS(=O)(=O)c1cc(Br)c2c(c1)S(=O)(=O)NCN2	4	·	-3	-1.5	-0.4	1	-2.9	0	10
CCOc1cc(NC(=O)c2ccccn2)c(OCC)cc1NC(=O)c1ccc(C)cc1	2	-0.7	1	0.8	-0.2	3	0.1	-13	-12
CSCCC(NS(=O)(=O)c1cccc(C(F)(F)F)c1)C(=O)N(C)CCOc1ccc(Cl)cc1 (configuration not stated)	-2	-4.3	-2	·	-2.5	5	-3.1	-2	6
CCNCCC(CCC(C)C)c1ccc2c(c1)OCO2 (configuration not stated)	7	-0.4	6	0.3	·	-3	-2.0	·	8
COc1ccccc1OCC(=O)Nc1nnc(C2CCCC2)s1	-5	3.0	-4	-0.4	0.5	2	-4.9	5	0
CSCC[C@H](NC(=O)N1CCn2c1nc1ccccc12)C(=O)NCc1ccc2c(c1)OCO2	9	0.6	2	0.5	5.2	1	-3.6	2	-3
O=C(CC1Nc2ccccc2NC1=O)NCCc1ccccc1 (configuration not stated)	14	1.2	-5	-1.2	0.8	4	-3.8	1	4
OC(c1ccccc1)(c1ccccc1)c1nccn1-c1ccccc1	-4	·	-1	0.1	0.1	-1	-3.4	1	-2
COCCN1C(=O)C(=O)/C(=C(/O)c2ccc(S(=O)(=O)N3CCOCC3)cc2)C1c1ccc(O)c(OC)c1 (configuration not stated)	6	-0.2	4	-1.3	-0.5	·	-0.4	2	·
COc1ccc(/C=N/NC(=O)c2cc(-c3ccccc3)nc3ccccc23)c(OC)c1	27	-1.3	-2	·	-3.9	-5	-1.2	-20	5
CCOC(=O)N1CCC(NC(=O)c2cc(C(=O)Nc3ccc(S(=O)(=O)N4CCCCC4)cc3)ccc2CO)CC1	-10	0.8	-7	·	-1.1	7	-6.3	-1	-3
Cc1cc(NC(=O)CSc2sc3c(O)cc(=O)[nH]c3c2C#N)ccc1Br	4	3.2	1	·	0.5	11	-2.6	-8	16
COCCN1CC(=O)N2C(c3cccc(C)c3)c3[nH]c4ccccc4c3C[C@H]2C1=O (some centres not stated)	4	1.5	0	·	-0.7	-8	-0.9	-2	23
COc1ccccc1OCCSc1nnc(CNC(=O)c2ccco2)n1C	13	2.7	-3	-1.0	-1.5	1	-1.4	16	-5
COCCNc1ncnc2c1ncn2[C@H]1CN(Cc2ccccc2)C[C@@H](CO)O1	6	·	-3	0.6	0.0	-6	0.4	-8	4
CCCCN(CCCC)C(=O)CCS(=O)(=O)c1ccc2c(c1)n(C)c(=O)c(=O)n2C	11	0.5	7	2.4	-0.3	1	-0.8	0	11
Nc1ccn(C2OC(COP(=O)(O)O)C(O)C2O)c(=O)n1 (configuration not stated)	5	·	6	·	0.1	2	-2.2	-4	-2
O=C(CN1C(=O)NC(Cc2c[nH]c3ccccc23)C1=O)NC1CC1 (configuration not stated)	-4	-1.6	-1	-0.5	-0.9	10	-3.9	-6	-8
NC(=O)COc1ccc(NC(=O)c2ccccc2-c2ccccc2)cc1	-2	-1.4	-7	·	0.1	2	-3.4	-3	3
CCOC(=O)c1ccc(NC(=O)CSc2nnc(C3CC3)n2CC)cc1	4	3.2	-3	-2.5	-0.3	8	1.6	3	12

Exported with two lines to a compound: part of the list above.
Fields: GDH-TPI counter	UGM FP inh	Mtb FBA inh	BioA inh	BoNT A protease	PrPC TRFRET	FadD28 FP inh	BoNT-F LC inh	CCHF vOTU inh
- CCOc1cc(NC(=O)c2ccccn2)c(OCC)cc1NC(=O)c1ccc(C)cc1
→ 2	-0.7	1	0.8	-0.2	3	0.1	-13	-12
- CSCCC(NS(=O)(=O)c1cccc(C(F)(F)F)c1)C(=O)N(C)CCOc1ccc(Cl)cc1 (configuration not stated)
→ -2	-4.3	-2	·	-2.5	5	-3.1	-2	6
- CCNCCC(CCC(C)C)c1ccc2c(c1)OCO2 (configuration not stated)
→ 7	-0.4	6	0.3	·	-3	-2.0	·	8
- COc1ccccc1OCC(=O)Nc1nnc(C2CCCC2)s1
→ -5	3.0	-4	-0.4	0.5	2	-4.9	5	0
- CSCC[C@H](NC(=O)N1CCn2c1nc1ccccc12)C(=O)NCc1ccc2c(c1)OCO2
→ 9	0.6	2	0.5	5.2	1	-3.6	2	-3
- O=C(CC1Nc2ccccc2NC1=O)NCCc1ccccc1 (configuration not stated)
→ 14	1.2	-5	-1.2	0.8	4	-3.8	1	4
- OC(c1ccccc1)(c1ccccc1)c1nccn1-c1ccccc1
→ -4	·	-1	0.1	0.1	-1	-3.4	1	-2
- COCCN1C(=O)C(=O)/C(=C(/O)c2ccc(S(=O)(=O)N3CCOCC3)cc2)C1c1ccc(O)c(OC)c1 (configuration not stated)
→ 6	-0.2	4	-1.3	-0.5	·	-0.4	2	·
- COc1ccc(/C=N/NC(=O)c2cc(-c3ccccc3)nc3ccccc23)c(OC)c1
→ 27	-1.3	-2	·	-3.9	-5	-1.2	-20	5
- CCOC(=O)N1CCC(NC(=O)c2cc(C(=O)Nc3ccc(S(=O)(=O)N4CCCCC4)cc3)ccc2CO)CC1
→ -10	0.8	-7	·	-1.1	7	-6.3	-1	-3
- Cc1cc(NC(=O)CSc2sc3c(O)cc(=O)[nH]c3c2C#N)ccc1Br
→ 4	3.2	1	·	0.5	11	-2.6	-8	16
- COCCN1CC(=O)N2C(c3cccc(C)c3)c3[nH]c4ccccc4c3C[C@H]2C1=O (some centres not stated)
→ 4	1.5	0	·	-0.7	-8	-0.9	-2	23
- COc1ccccc1OCCSc1nnc(CNC(=O)c2ccco2)n1C
→ 13	2.7	-3	-1.0	-1.5	1	-1.4	16	-5
- COCCNc1ncnc2c1ncn2[C@H]1CN(Cc2ccccc2)C[C@@H](CO)O1
→ 6	·	-3	0.6	0.0	-6	0.4	-8	4
- CCCCN(CCCC)C(=O)CCS(=O)(=O)c1ccc2c(c1)n(C)c(=O)c(=O)n2C
→ 11	0.5	7	2.4	-0.3	1	-0.8	0	11
- Nc1ccn(C2OC(COP(=O)(O)O)C(O)C2O)c(=O)n1 (configuration not stated)
→ 5	·	6	·	0.1	2	-2.2	-4	-2

Additional compounds follow:
SMILES	GDH-TPI counter	UGM FP inh	Mtb FBA inh	BioA inh	BoNT A protease	PrPC TRFRET	FadD28 FP inh	BoNT-F LC inh	CCHF vOTU inh
COC(=O)N1CCCCC1c1cc(C(=O)NCc2ccc(F)cc2)no1 (configuration not stated)	-1	·	-1	0.0	0.4	-5	-0.3	-3	-10
COc1ccc(-n2c(SCC#N)nnc2-c2cccnc2)cc1	-13	2.1	-3	9.3	0.9	1	-2.7	4	-6
CN1C(=O)N(C)c2ccc(Br)c3cccc1c23	9	-1.1	-1	-0.5	0.6	1	-2.0	-27	-10
Cc1ccc(S(=O)(=O)N2CCOCC2)cc1C(=O)Nc1ccccc1N1CCOCC1	9	-0.7	5	-2.0	0.1	19	·	-3	4
COC(=O)c1sc(N2C(=O)C(O)=C(C(=O)c3ccc(C)o3)C2c2ccco2)nc1C (configuration not stated)	-5	1.1	0	-0.8	0.0	-1	-56	-6	4
Cc1ccc(C)c(S(=O)(=O)N2CCN(C(=O)Nc3ccccc3)CC2)c1	3	-0.5	0	3.5	0.1	-2	0.1	-6	1
CC1(C)CC(=O)/C(=C(\O)CCCN2C(=O)c3ccccc3C2=O)C(=NCCO)C1	-1	-0.7	-1	·	-1.0	1	-0.2	2	8
COc1ccc(-c2cc(C(=O)NN)[nH]n2)cc1OC	-6	-3.2	-2	·	-0.6	7	-3.2	-1	10
COc1ccc2c(c1)CCC1(C)CC(=O)C=C21 (configuration not stated)	37*	·	39*	0.7	0.5	-5	-1.2	-1	-21
COc1ccc(C(c2nnnn2CC2CCCO2)N2CCN(c3cccc(C)c3C)CC2)cc1 (configuration not stated)	-4	-0.5	0	1.4	-0.5	7	-2.3	-9	10
CN1C(=O)c2ccccc2Sc2ccc(C(=O)O)cc21	-3	-2.2	0	-0.9	-0.1	-3	-3.9	30	-17
C=CCNC(=O)c1cnc(-c2ccccc2)nc1-c1ccccc1	-8	1.9	1	-0.3	1.6	9	-4.6	-17	2

Next part (two carried over from the part before).
SMILES	GDH-TPI counter	UGM FP inh	Mtb FBA inh	BioA inh	BoNT A protease	PrPC TRFRET	FadD28 FP inh	BoNT-F LC inh	CCHF vOTU inh
CN1C(=O)c2ccccc2Sc2ccc(C(=O)O)cc21	-3	-2.2	0	-0.9	-0.1	-3	-3.9	30	-17
C=CCNC(=O)c1cnc(-c2ccccc2)nc1-c1ccccc1	-8	1.9	1	-0.3	1.6	9	-4.6	-17	2
COC(=O)c1c(NC(=O)c2cccnc2)sc(C(=O)N(C)C)c1C	24	0.4	3	·	-1.1	6	-1.2	-9	7
CCOC(=O)c1sc(-c2ccccc2)cc1N	19	-0.5	7	1.9	-0.4	-5	-1.8	-10	-2
Cc1ccc(/C(N)=N/OC(=O)CSc2ccccc2)cc1	-4	0.1	-1	·	-0.1	-5	-4.1	1	-1
O=C(O)c1cccc(NC(=O)c2ccc(Cl)c(S(=O)(=O)N3CCCCCC3)c2)c1	5	1.5	2	·	0.0	3	-7.3	1	-5
C=C(C)Cc1c(C)c(C#N)c2nc3ccccc3n2c1NCCCN(C)C	2	-1.1	5	-0.2	·	-4	-2.1	·	-13
Cc1ccc(S(=O)(=O)Nc2ccc3c(c2)nc(C)n3C)cc1	-1	1.6	2	·	1.4	-1	-4.0	-3	-5
N#C/C(=C\c1cccc(O)c1)c1nc2ccccc2o1	35*	0.8	7	0.5	-1.2	-1	-3.7	-6	6
CC1(C)CCC(=O)N(c2ccc(OC(F)(F)F)cc2)C1=O	-1	-0.6	1	-0.9	-0.5	-2	-0.3	0	3
CC(C)CN1C(=O)C(=O)N(CC(=O)N(C)CC(=O)Nc2ccc(F)cc2)C1=O	-1	3.0	-2	-1.6	-0.8	15	-0.3	-4	6
CCCOc1ccc(C(=O)NNC(=S)NC(=O)c2ccccc2[N+](=O)[O-])cc1	27	1.8	-1	-2.7	0.1	-4	-1.2	?	-4
Cc1ccc(C(=O)NNC(=O)c2ccc3ccccc3c2)cc1	-7	·	-1	0.4	-0.7	-11	-3.8	-8	-23
COc1ccc(NC(=O)CCNS(=O)(=O)c2ccc3c(c2)c(=O)n(C)c(=O)n3C)cc1	5	3.6	0	-1.9	1.6	-1	-0.7	4	7
CC1=C(C(=O)OCc2ccccc2)C(c2ccccc2Cl)NC(=O)N1CCCC(=O)O (configuration not stated)	-6	0.1	-3	2.8	-0.6	1	-2.4	-5	-1
CCOC(=O)Nc1cc(C(=O)OC)cc(C(=O)OC)c1	7	0.8	0	-1.7	1.4	3	1.1	31	-2
Cc1cc2nc(-c3ccc(F)cc3)c(Cc3cccc(Cl)c3)n2c(C)c1Br	·	·	·	·	1.6	0	·	-6	26
COc1cccc(N2CC(C(=O)Nc3ccc(C(=O)OC(C)C)cc3)CC2=O)c1 (configuration not stated)	5	1.8	-3	1.1	0.3	-1	1.5	8	13
O=C(Cc1c[nH]c2ccccc12)Nc1ccccc1N1CCOCC1	7	0.5	5	-0.4	0.6	0	-1.6	-5	-1
COCCn1c(SCC(=O)Nc2ccccc2C)nc2c(oc3ccccc32)c1=O	7	-0.2	3	·	-0.2	5	-2.9	4	3
COc1cc(CNCc2ccc(C(=O)O)cc2)ccc1OCc1ccc(F)cc1	7	0.9	0	0.8	0.0	-2	-2.0	-15	1
C[C@@H]1[C@H]2CCCC[C@H]2CN(C(=O)OC(C)(C)C)[C@@H]1CC(=O)c1ccccc1	3	·	-4	0.7	-0.5	8	-3.0	-6	17
